Assay outcomes from PubChem.
Pemphigus Ab inh: blocks pemphigus antibody binding to human desmoglein-3 | DSG3-coupled beads, scFv-anti-DSG3-GFP binding, flow cytometry; active compounds read low | binding (percent of control), % at 10 µM | 0.48% of 310,000 active | P32926;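 active = binding more than 3 SD below its plate's average and above zero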;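 also: hits lower antibody fragment binding to DSG3; some compounds called inactive have numbers as strong as hits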
Cardiac RTF inh: cardiac RTF calcium desensitization. IANBD-labeled cardiac RTF, Ca2+ fluorescence. inhibition, % at 7.15 µM. 0.12% of 340,000 active;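 active = inhibition above the mean inhibition of all tested compounds plus 3 SD, cut at about 17% in these data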;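 also: assay run at fixed EC70 calcium of 1.6 mM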
CAL PDZ FP-1: inhibitors of human CAL PDZ peptide binding; inhibition, % at 20 µM; purified CAL PDZ, TMR-peptide fluorescence polarization, 1 h; AID 504414; 0.02% of 330,000 active; Q9HD26;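 active = highest replicate inhibition of at least 40%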;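 also: plate controls were DMSO neutral control wells for no effect and unlabeled competitor peptide control wells for full effect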
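material = purified tagged CAL PDZ domain construct (CerCALP) | compound dosing = 20 µM, one dose | times = 1 h at RT | measured by = fluorescence polarization from S- and P-plane intensities, G-factor corrected | read-out = inhibition from polarization loss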
Keap1 Nrf2 FP: disrupts human Keap1 binding to Nrf2 peptide; Q14145; Keap1 Kelch-Nrf2 peptide fluorescence polarization, 1536-well; inhibition, % at 9.4 µM; 0.15% of 340,000 active; in the data active = inhibition above about 12%;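 also: human Keap1 Kelch domain with fluorescein labeled Nrf2 9mer peptide probe; 0% = neutral control wells and 100% = peptide positive control; higher means more block of Keap1 binding to Nrf2 peptide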
Target sequence (Q14145 whole entry, looked up, the tested form may be a part): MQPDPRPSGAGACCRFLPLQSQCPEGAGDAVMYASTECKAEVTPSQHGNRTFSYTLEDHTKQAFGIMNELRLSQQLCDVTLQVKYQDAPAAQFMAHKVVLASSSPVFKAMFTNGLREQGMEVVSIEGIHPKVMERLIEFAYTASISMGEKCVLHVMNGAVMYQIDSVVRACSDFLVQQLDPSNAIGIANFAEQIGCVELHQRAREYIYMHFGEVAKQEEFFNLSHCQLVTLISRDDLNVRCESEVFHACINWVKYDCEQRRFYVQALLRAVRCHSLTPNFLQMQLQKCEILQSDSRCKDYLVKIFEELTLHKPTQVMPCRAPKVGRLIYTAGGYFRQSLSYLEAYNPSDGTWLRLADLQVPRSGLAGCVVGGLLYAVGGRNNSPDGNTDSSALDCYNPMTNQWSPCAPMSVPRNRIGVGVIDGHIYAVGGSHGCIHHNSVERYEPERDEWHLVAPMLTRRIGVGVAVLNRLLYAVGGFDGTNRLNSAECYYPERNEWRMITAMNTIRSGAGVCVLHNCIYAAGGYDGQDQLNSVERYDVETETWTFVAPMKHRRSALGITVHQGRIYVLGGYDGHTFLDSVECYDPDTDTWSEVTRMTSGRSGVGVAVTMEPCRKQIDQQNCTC
NSD2 HMT inh: blocks human histone methyltransferase NSD2; O96028; NSD2 peptide methylation, AlphaScreen, 120 min; inhibition, % at 12.5 µM; 0.54% of 310,000 active; in the data active = inhibition above about 50%
DAGLB inhibitor: blocks human DAGLB lipase activity. HEK293T DAGLB membrane lysate, EnzChek fluorogenic substrate. 0.059% of 340,000 active. Q8NCG7. inhibition, % at 5.17 µM; in the data active = inhibition above about 34%;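 also: 0% = enzyme with vehicle and 100% = wells lacking enzyme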
LANA DNA inh: blocks KSHV LANA C-terminal domain binding to DNA. MBP-C-LANA/FAM-LBS DNA binding, fluorescence polarization. inhibition, % at 9 µM. 0.078% of 340,000 active;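 active = highest replicate inhibition at or above 60% at 9 µM, even if other replicates fall short; inactive = all replicates below 60% inhibition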;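 also: 0% = neutral control wells and 100% = 4 µM acridine orange control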
Arr AP2 block: inhibitors of human beta-arrestin and AP2 interaction; FITC-arrestin peptide / GST-AP2 beads, flow cytometry; AP2 beta2 appendage carries R879A mutation; inhibition, % at 10 µM; 0.31% of 340,000 active; AID 504490;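 active = inhibition above a set limit, near 3 SD of compounds lacking own fluorescence, cut at about 54% in these data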;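 also: plate controls were DMSO wells for no effect and 5 µM unlabelled arrestin peptide for full effect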
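System: GST-AP2 R879A glutathione beads. Medium: PBS with 0.05% Tween 20 and 0.1% BSA. Also added: FITC-arrestin peptide, 50 nM. Incubation: 12 min plus 1 h, RT. Measured by: high-throughput flow cytometry of beads, ex 488, em 535 nm. Evaluation: percent drop in bead-associated FITC signal.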
CAL PDZ FP-2: CAL PDZ (human) peptide binding inhibition; 0.92% of 300,000 active; Q9HD26; purified CAL PDZ, TMR-peptide fluorescence polarization, 1 h; inhibition, % at 24.9 µM; AID 602252;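 active = mean inhibition of at least 30% with at least half of replicates also reaching 30%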;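 also: 0% = DMSO neutral control and 100% = excess unlabeled competitor peptide PRC23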
V-ATPase pH: regulators of yeast V-ATPase proton transport | S. cerevisiae, pHLuorin cytosolic pH fluorescence | response, % at 10 µM | 0.37% of 350,000 active | AID 504577; in the data active = response mostly above about 7.3%, no sharp cut-off; inactive = mostly below about 5.4%; also: actives read high; inactives centre near 0; some compounds called inactive have numbers as strong as hits; reference of the scale not given here
* marks the source's active call; other numbers are inactive results; . = not tested or not shown.

Results follow in this order: Pemphigus Ab inh, Cardiac RTF inh, CAL PDZ FP-1, Keap1 Nrf2 FP, NSD2 HMT inh, DAGLB inhibitor, LANA DNA inh, Arr AP2 block, CAL PDZ FP-2, V-ATPase pH
- O=C(NCCN1CCOCC1)c1cc(-c2ccc(F)cc2)on1
→ 100.9, -4.2, 0.0, 2.7, -4.1, 3.7, -0.8, 5.5, ., 0.6
- O=C(NCc1nnnn1-c1ccc(Cl)cc1)C1CC(=O)N(c2ccc(F)cc2)C1 (configuration not stated)
→ 104.5, ., ., ., 1.9, -2.0, ., ., ., -2.0
- CCOC(=O)C1CCN(S(=O)(=O)c2ccc3c(c2)NC(=O)C(C)C(=O)N3)CC1 (configuration not stated)
→ 97.0, -1.6, -0.3, -1.4, ., -2.6, -0.6, -4.0, ., -2.6
- O=C(NCC1COc2ccccc2O1)c1ccc(F)c(S(=O)(=O)N2CCOCC2)c1 (configuration not stated)
→ 102.2, -3.9, -0.1, -0.3, -0.8, -2.5, 0.0, 2.1, 1.1, 2.8
- CN(C)c1ccnc(Nc2ccccc2)c1C#N
→ 104.7, ., -1.6, 0.4, -0.6, ., 0.1, 12.1, 3.3, 1.4
- Cc1ccccc1NC(=O)Nc1nc2ccc(S(C)(=O)=O)cc2s1
→ 73.8*, 2.6, -0.6, 2.1, -2.0, 2.8, -0.8, 28.5, 1.0, 2.8
- COCCCn1c(SCC(=O)N2CCc3ccccc32)nnc1-c1ccoc1C
→ 101.2, 1.2, -0.9, -2.7, -1.1, -0.6, 1.9, 3.8, -0.9, -1.8
- COc1ccc(NC(=O)CSC2CC(=O)N(c3ccc4c(c3)OCCO4)C2=O)cc1 (configuration not stated)
→ 110.6, 1.1, -1.1, -7.3, -1.9, 1.4, 0.8, 4.1, 1.1, 2.6
- CCOC(=O)c1ccc(NC(=O)Nc2ccc(F)cc2)cc1
→ ., -5.6, -5.5, 2.6, -3.4, -6.6, 1.5, -2.6, -5.0, -3.4
- Cc1ccccc1OC(=O)n1c(=S)oc2cc(Cl)ccc21
→ 111.2, -14.3, -0.7, -3.2, ., 2.9, 1.1, -0.3, 0.6, 1.5
- Cc1ccc2nc(SCC(=O)N3CCOCC3)[nH]c2c1
→ 77.4, -7.5, 1.0, 8.8, 2.5, -1.0, 1.7, -7.0, -4.8, -0.6
- O=C(Cc1ccc(F)cc1)Nc1ccc2[nH]ncc2c1
→ 95.1, 0.8, -1.3, -0.8, 0.0, -3.7, -0.4, -17.0, -4.6, -3.2
- C/C(=N\NC(=O)C(O)(c1ccccc1)c1ccccc1)c1ccc(NC(=O)CCCC(=O)O)cc1
→ 107.1, 5.1, 3.7, -1.9, 1.3, -3.7, -1.0, -10.4, -0.7, 2.3
- OCC[C@@H]1C[C@@H](O)[C@H](O)[C@@]2(CCCO2)O1
→ 105.5, 0.2, -0.3, -5.7, ., -3.6, 1.6, -0.6, -2.3, -6.9
- CCCc1cc2c(cc1NC(=O)c1ccccc1C)OCO2
→ 104.9, -8.1, -0.2, -2.2, -3.5, 3.2, -1.1, 5.4, 1.3, 1.5
- COC(=O)c1ccccc1OC(=O)c1cccnc1
→ 101.6, 1.1, -0.1, 0.6, -2.3, 0.2, -1.4, 0.8, 3.4, -0.8
- O=C(COC(=O)c1cc(S(=O)(=O)N2CCOCC2)c(Cl)cc1Cl)Nc1ncc(C(F)(F)F)cc1Cl
→ 103.3, -3.5, ., 8.5, -0.7, -1.1, 1.2, -5.5, -0.7, -2.1
- CC1=NN(c2nc(-c3ccc(C)cc3)cs2)C(=O)C1N=Nc1cccc(C)c1 (configuration not stated)
→ 90.6, -2.6, -0.8, -2.3, 0.7, 6.5, -3.2, -0.8, -1.8, 2.8
- Cc1ccc(S(=O)(=O)N(C)C[C@H]2Oc3c(NC(=O)Nc4cccc5ccccc45)cccc3C(=O)N([C@@H](C)CO)C[C@@H]2C)cc1
→ 99.3, -8.6, -2.6, -8.3, ., -1.3, 0.7, -16.7, -9.4, -1.4
- O=C(/C=C/c1ccccc1)Nc1cc(C(=O)O)cc(C(=O)O)c1
→ 82.3, -4.7, 1.7, -3.5, 0.8, -0.6, 0.1, -0.7, 4.7, -3.8
- CCCCCCSc1nsc(NC(=O)CC(C)C)n1
→ 96.0, -38.0, -1.5, -9.2, -3.2, -13.4, -0.2, 1.8, 0.2, -4.2
- Cc1c(C(=O)NCCCN2CCOCC2)sc2ncnc(N3CCN(c4ccccc4)CC3)c12
→ 98.8, 3.9, 0.1, -4.4, 7.7, 0.1, -0.3, 26.5, ., -1.2
- CCc1ccc(NC(=O)CC2NCCNC2=O)cc1 (configuration not stated)
→ 107.5, 0.0, -0.3, -3.7, -0.2, 0.1, 1.4, -4.6, -0.5, 3.7
- O=C1Nc2cc(Cl)ccc2C1(N1CCNCC1)C(F)(F)F (configuration not stated)
→ 95.0, 0.4, 0.3, -2.1, -0.1, 1.0, -1.4, 5.1, -3.7, -0.6
- COc1ccc(NC(=O)C2CCCN(S(=O)(=O)c3ccc4c(c3)CC(C)N4C(C)=O)C2)cc1 (configuration not stated)
→ 110.1, -1.6, -1.4, -6.8, -0.7, 2.4, 0.3, -6.4, 1.0, 2.9
- CCOC(=O)c1c(NC(=O)c2nn(CC)cc2Br)sc2c1CCCCC2
→ 85.4, 5.9, -1.4, 1.1, -0.9, -8.3, -0.1, 2.6, 0.1, -3.9
- COc1ccc(C(=O)/C=C/c2cccs2)c(OC(=O)c2cccc([N+](=O)[O-])c2)c1
→ 95.6, 4.2, -0.4, -3.2, 1.5, -1.5, -0.6, 2.7, 0.1, 1.7
- CN(C)C=Nc1ccc2nc3c(cc2c1)[nH]c1ccccc13
→ 97.2, 1.0, -4.9, 1.2, -5.9, -1.8, -8.9, 28.1, -2.8, -0.3
- Cc1cccc(N2CCN(C(=O)CCC(=O)N3CCOc4ccc(Cl)cc43)CC2C)c1 (configuration not stated)
→ 94.6, 4.2, -1.3, 0.2, ., 2.2, -1.1, -6.0, -3.5, 0.5
- Cc1nc(C)c(C(=O)C2=C(O)C(=O)N(CCCn3ccnc3)C2c2ccc(Cl)cc2)s1 (configuration not stated)
→ 101.0, 2.6, -0.1, -3.5, 2.8, 3.9, 0.1, 24.0, ., -1.8

Ordered by value in CAL PDZ FP-2 (ascending): some entries from above.
SMILES	CAL PDZ FP-2
CCc1ccc(NC(=O)CC2NCCNC2=O)cc1 (configuration not stated)	-0.5
COc1ccc(C(=O)/C=C/c2cccs2)c(OC(=O)c2cccc([N+](=O)[O-])c2)c1	0.1
CCCCCCSc1nsc(NC(=O)CC(C)C)n1	0.2

Back to the main list, repeating the 7 entries before the break.
Results follow in this order: Pemphigus Ab inh, Cardiac RTF inh, CAL PDZ FP-1, Keap1 Nrf2 FP, NSD2 HMT inh, DAGLB inhibitor, LANA DNA inh, Arr AP2 block, CAL PDZ FP-2, V-ATPase pH
- O=C1Nc2cc(Cl)ccc2C1(N1CCNCC1)C(F)(F)F (configuration not stated)
→ 95.0, 0.4, 0.3, -2.1, -0.1, 1.0, -1.4, 5.1, -3.7, -0.6
- COc1ccc(NC(=O)C2CCCN(S(=O)(=O)c3ccc4c(c3)CC(C)N4C(C)=O)C2)cc1 (configuration not stated)
→ 110.1, -1.6, -1.4, -6.8, -0.7, 2.4, 0.3, -6.4, 1.0, 2.9
- CCOC(=O)c1c(NC(=O)c2nn(CC)cc2Br)sc2c1CCCCC2
→ 85.4, 5.9, -1.4, 1.1, -0.9, -8.3, -0.1, 2.6, 0.1, -3.9
- COc1ccc(C(=O)/C=C/c2cccs2)c(OC(=O)c2cccc([N+](=O)[O-])c2)c1
→ 95.6, 4.2, -0.4, -3.2, 1.5, -1.5, -0.6, 2.7, 0.1, 1.7
- CN(C)C=Nc1ccc2nc3c(cc2c1)[nH]c1ccccc13
→ 97.2, 1.0, -4.9, 1.2, -5.9, -1.8, -8.9, 28.1, -2.8, -0.3
- Cc1cccc(N2CCN(C(=O)CCC(=O)N3CCOc4ccc(Cl)cc43)CC2C)c1 (configuration not stated)
→ 94.6, 4.2, -1.3, 0.2, ., 2.2, -1.1, -6.0, -3.5, 0.5
- Cc1nc(C)c(C(=O)C2=C(O)C(=O)N(CCCn3ccnc3)C2c2ccc(Cl)cc2)s1 (configuration not stated)
→ 101.0, 2.6, -0.1, -3.5, 2.8, 3.9, 0.1, 24.0, ., -1.8
- O=C(CSc1nc2ccccc2o1)c1ccc2c(c1)OCCO2
→ 101.0, -0.4, -1.3, -1.9, 2.6, -14.0, -0.6, 7.5, ., -2.1
- CCOc1cc(/C=N/NC(=O)c2cccnc2)ccc1O
→ 98.2, 3.8, -2.4, -0.9, -2.8, 1.0, 0.7, 25.6, -1.8, -1.7
- COc1cccc(-n2nc3c(=O)n(Cc4ccccc4Cl)nc(C)c3c2C)c1
→ 111.6, 7.3, -0.8, 1.3, -3.9, -2.1, 0.5, 3.1, -3.8, 3.6
- CCCCCOC(=O)Cn1c(=O)oc2ccccc21
→ 112.6, -2.7, -0.5, 0.2, ., -3.3, 0.1, -4.3, ., -1.1
- Cn1c(/C(C#N)=C(\O)c2ccc(Br)s2)nc2ccccc21
→ 94.9, -3.2, -2.2, -2.5, -3.7, 1.7, -0.2, 0.3, -2.0, -9.7
- COCCN(CC1CCCN(C2Cc3ccccc3C2)C1)C(=O)CCC(F)(F)F (configuration not stated)
→ 103.7, -6.0, -0.6, -1.4, 0.2, -0.1, -2.0, -14.6, -3.3, 0.1
- O=C(CNC(=O)c1ccc(F)cc1)c1ccccc1
→ 117.5, -7.7, -0.7, 1.9, -0.5, 2.2, -9.7, 21.8, -6.3, -2.6
- COC(=O)c1c(NC(=S)NN2CCOCC2)sc2c1CCCC2
→ 97.7, 2.4, -0.3, 0.1, -2.8, 0.0, -0.2, -27.7, ., 1.0
- CCOc1c(S(=O)(=O)N2CCCC2)ccc(Cl)c1Cl
→ ., -1.9, -0.3, -5.6, ., -2.8, 1.7, 2.2, -3.5, 0.1
- Cc1ccc2c(CN3CCN(Cc4ccccc4)CC3)cc(=O)oc2c1
→ 106.4, -0.9, -0.4, 4.9, 1.1, -0.4, -0.6, 13.6, 5.1, -2.7
- COc1ccc(C(=O)NC(=S)Nc2nc(-c3ccc(OC)c(Br)c3)cs2)cc1Br
→ ., 9.0, -1.5, -2.1, -1.7, 4.6, -1.2, -6.1, -2.4, 2.9
- N#Cc1ccc(OS(=O)(=O)c2ccc(-c3ccon3)s2)cc1
→ 121.2, 3.6, 0.0, -3.9, -0.1, -2.5, 0.3, 13.4, -2.6, -3.0
- CC(=O)Nc1ccc(SCc2ncc(-c3ccccc3)o2)cc1
→ 101.6, -7.1, -1.7, -1.0, 1.3, 0.1, 0.6, -0.4, 0.3, 0.5
- COCCNC(=O)CCN1N=C(c2ccccc2)CCC1=O
→ 108.5, 1.1, -0.8, -0.3, -2.2, 0.2, 2.9, 3.5, 1.1, -1.8
- Cc1ccc2[nH]c(=O)c(CN(CCO)Cc3nnnn3CCc3ccccc3)cc2c1
→ ., -13.1, -0.5, -8.2, -0.4, -0.7, -0.8, 4.6, ., 14.1
- COc1ccc(S(=O)(=O)Cc2ccc(C(=O)N3CC(C)CC(C)C3)o2)cc1 (configuration not stated)
→ 114.0, -9.4, -0.4, -5.6, ., 1.7, 0.1, 9.1, 6.3, -1.6

Some of the compounds tested; count on the stated rates, not on these rows.
